Screening data (PubChem)
V-ATPase pH – yeast V-ATPase proton transport regulation by pHLuorin; S. cerevisiae, pHLuorin cytosolic pH fluorescence; response, % at 10 µM; 350,000 compounds, 0.37% hits; AID 504577; in the data active = response mostly above about 7.3%, no sharp cut-off; inactive = mostly below about 5.4%; note: actives read high; inactives centre near 0; some compounds called inactive have numbers as strong as hits; reference of the scale not given here
Cardiac RTF inh – cardiac RTF calcium desensitization; P19429+P45379; IANBD-labeled cardiac RTF, Ca2+ fluorescence; inhibition, % at 7.15 µM; 340,000 compounds, 0.12% hits;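 active = inhibition above the mean inhibition of all tested compounds plus 3 SD, cut at about 17% in these data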;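 note: assay run at fixed EC70 calcium of 1.6 mM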
CAL PDZ FP-1 – blocks peptide binding to the human CAL PDZ domain; purified CAL PDZ, TMR-peptide fluorescence polarization, 1 h; inhibition, % at 24.9 µM; 300,000 compounds, 0.92% hits; AID 602252;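 active = mean inhibition of at least 30% with at least half of replicates also reaching 30%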;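 note: 0% = DMSO neutral control and 100% = excess unlabeled competitor peptide PRC23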
Arrestin-AP2 inh – inhibitors of human beta-arrestin and AP2 interaction; FITC-arrestin peptide / GST-AP2 beads, flow cytometry; AP2 beta2 appendage carries R879A mutation; inhibition, % at 10 µM; 340,000 compounds, 0.31% hits; AID 504490;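 active = inhibition above a set limit, near 3 SD of compounds lacking own fluorescence, cut at about 54% in these data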;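 note: plate controls were DMSO wells for no effect and 5 µM unlabelled arrestin peptide for full effect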
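System: GST-AP2 R879A bound to glutathione beads, E. coli-expressed. Also added: 50 nM FITC-arrestin peptide. Schedule: compound with beads 12 min RT, then probe 1 h RT. Signal: bead flow cytometry, FITC channel. Read-out basis: percent response.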
CAL PDZ FP-2 – blocks peptide binding to human CAL PDZ domain. purified CAL PDZ, TMR-peptide fluorescence polarization, 1 h. inhibition, % at 20 µM. Q9HD26. AID 504414. 330,000 compounds, 0.02% hits;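 active = highest replicate inhibition of at least 40%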;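 note: plate controls were DMSO neutral control wells for no effect and unlabeled competitor peptide control wells for full effect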
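Material: tagged CAL PDZ domain; buffer or medium: 25 mM sodium phosphate pH 7.4, 150 mM NaCl, TCEP, IgG, Thesit; compound dosing: single point, 20 µM; schedule: 1 h incubation at room temperature before polarization reading; measured by: FP readout, S and P plane fluorescence; read-out basis: percent inhibition from loss of millipolarization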
DAGLB inhibitor – diacylglycerol lipase beta (human) inhibition | inhibition, % at 5.17 µM | HEK293T DAGLB membrane lysate, EnzChek fluorogenic substrate | 340,000 compounds, 0.059% hits | Q8NCG7; in the data active = inhibition above about 34%;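 note: 0% = enzyme with vehicle and 100% = wells lacking enzyme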
Target sequence (Q8NCG7 whole entry, looked up): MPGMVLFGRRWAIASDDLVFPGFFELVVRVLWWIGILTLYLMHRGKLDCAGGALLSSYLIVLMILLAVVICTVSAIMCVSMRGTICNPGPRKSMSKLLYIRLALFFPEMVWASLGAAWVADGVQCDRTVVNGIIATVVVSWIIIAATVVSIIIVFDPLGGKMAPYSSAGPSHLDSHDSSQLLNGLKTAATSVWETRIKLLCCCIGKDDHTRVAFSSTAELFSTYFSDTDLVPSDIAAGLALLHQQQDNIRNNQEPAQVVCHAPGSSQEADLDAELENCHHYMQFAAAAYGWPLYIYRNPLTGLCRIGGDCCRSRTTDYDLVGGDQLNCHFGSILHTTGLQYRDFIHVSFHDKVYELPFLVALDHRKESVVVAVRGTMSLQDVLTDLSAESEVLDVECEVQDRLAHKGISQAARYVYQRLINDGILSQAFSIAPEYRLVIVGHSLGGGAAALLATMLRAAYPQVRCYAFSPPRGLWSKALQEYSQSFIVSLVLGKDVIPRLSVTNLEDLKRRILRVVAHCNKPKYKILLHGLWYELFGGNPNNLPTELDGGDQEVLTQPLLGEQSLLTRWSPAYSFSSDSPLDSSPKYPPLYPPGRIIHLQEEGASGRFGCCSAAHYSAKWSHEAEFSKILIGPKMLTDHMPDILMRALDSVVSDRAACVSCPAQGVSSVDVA
C-LANA FP – inhibitors of KSHV LANA C-terminal domain DNA binding. AID 504423. 340,000 compounds, 0.078% hits. inhibition, % at 9 µM. MBP-C-LANA/FAM-LBS DNA binding, fluorescence polarization;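 active = highest replicate inhibition at or above 60% at 9 µM, even if other replicates fall short; inactive = all replicates below 60% inhibition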;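 note: 0% = neutral control wells and 100% = 4 µM acridine orange control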
NSD2 inh – inhibitors of human histone methyltransferase NSD2; O96028; NSD2 peptide methylation, AlphaScreen, 120 min; inhibition, % at 12.5 µM; 310,000 compounds, 0.54% hits; in the data active = inhibition above about 50%
Pemphigus Ab inh – blocks pemphigus antibody binding to human desmoglein-3 | P32926 | DSG3-coupled beads, scFv-anti-DSG3-GFP binding, flow cytometry; active compounds read low | binding (percent of control), % at 10 µM | 310,000 compounds, 0.48% hits;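 active = binding more than 3 SD below its plate's average and above zero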;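 note: hits lower antibody fragment binding to DSG3; some compounds called inactive have numbers as strong as hits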
Keap1-Nrf2 PPI – inhibitors of human Keap1-Nrf2 protein-protein interaction; Keap1 Kelch-Nrf2 peptide fluorescence polarization, 1536-well; inhibition, % at 9.4 µM; 340,000 compounds, 0.15% hits; AID 504523; in the data active = inhibition above about 12%;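 note: human Keap1 Kelch domain with fluorescein labeled Nrf2 9mer peptide probe; 0% = neutral control wells and 100% = peptide positive control; higher means more block of Keap1 binding to Nrf2 peptide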
Starred values were filed as active, the others as inactive; . = no result given.

SMILES	V-ATPase pH	Cardiac RTF inh	CAL PDZ FP-1	Arrestin-AP2 inh	CAL PDZ FP-2	DAGLB inhibitor	C-LANA FP	NSD2 inh	Pemphigus Ab inh	Keap1-Nrf2 PPI
O=C(CCC1CCCCC1)Nc1c2c(nn1-c1ccc(F)cc1)CS(=O)(=O)C2	0	0	-7	4	.	0	1.3	-4	106	-1
C[C@@H](NC(=O)c1nc[nH]c1C(=O)N[C@H](C)c1ccccc1)c1ccccc1	-2	-7	-1	1	-1.4	-1	-1.9	.	102	-2
O=C(NCCC1=CCCCC1)C1CCN(S(=O)(=O)c2cccc3nsnc23)CC1	-3	-9	1	-2	-3.2	2	-0.2	-1	52	2
COc1ccc2nc(-c3ccccc3)cc(C(=O)N3CCC3)c2c1	1	4	-2	-9	-1.2	1	-6.0	-2	.	-5
CN(C)S(=O)(=O)c1ccc(N2CCCC2)c(C(=O)OCC(=O)NC2CCCCC2)c1	2	-1	-5	24	-0.7	-2	2.5	0	104	-4
COc1ccccc1N1CCN(C2CCCN(C(=O)CCc3c(C)noc3C)C2)CC1 (centres undefined)	1	-9	-4	-7	-2.7	-1	-0.9	4	97	-2
N#CC1=C(S)N(c2ccc(F)cc2)C(c2cccs2)NC1=O (centres undefined)	-3	-6	-3	-18	.	2	0.6	4	102	-5
CCOC(=O)C1CCN(C(=O)CN(c2ccc3c(c2)OCCO3)S(=O)(=O)c2ccccc2)CC1	3	-60	.	1	-0.6	0	0.2	5	101	-6
O=c1cc(-c2ccccc2)c2ccc(O)cc2o1	3	-5	-3	-2	-1.0	-1	-2.3	1	108	-3
CCc1ccccc1NC(=O)c1cc(-c2ccc(OC)cc2)on1	2	-3	-6	11	-1.3	1	1.0	-1	96	1
Cc1cccn2cc(CSc3ccccc3N)nc12	0	-6	-5	14	.	-2	0.1	2	100	0
O=C(O)c1cc(S(=O)(=O)N(Cc2ccccc2)c2ccccc2)ccc1Cl	1	-5	1	-2	-1.4	5	0.1	-1	99	1
COc1ccc(CCNC(=O)Cn2c(=O)n(-c3cc(F)ccc3F)c(=O)c3sccc32)cc1OC	2	-5	2	-1	-0.8	-2	-0.2	-3	96	-3
CCCS(=O)(=O)c1nc(S(=O)(=O)c2ccc(C)cc2)c(N2CCOCC2)s1	4	-8	-2	-6	-2.3	1	1.6	-5	117	-5
CCOC(=O)[C@H]1[C@H]2COc3ccc(C)cc3[C@@H]2N2C(=O)CN(Cc3ccc(C)cc3)C(=O)[C@@]12C	0	-8	-1	-1	0.4	-4	-0.7	.	113	-1
CCCOC(=O)c1cccc(Nc2nc(-c3cccnc3)nc3ccccc23)c1	0	8	-2	-5	-11	-3	-0.5	0	95	0
Cc1cc(C)n(-c2nc(NCCN(C)C)c3c4c(sc3n2)COC(C)(C)C4)n1	0	.	.	7	.	.	.	3	104	.
CC(C)CC(NC(=O)c1ccc(C#CC(C)(C)O)s1)C(=O)O (centres undefined)	3	-6	-3	30	-0.2	1	1.1	-8	106	3
CN=c1scc(C)n1/N=C/c1cc(Br)c(O)c(Br)c1	-3	3	-3	-11	.	6	0.1	12	100	2
COc1ccc2c(c1)CC(=O)NC=C2	2	-2	3	8	13	-3	-0.4	-3	115	-4
O=C(CSc1nnc(CNC(=O)c2ccccc2F)o1)c1ccccc1	0	-4	-3	39	-2.1	-2	-0.8	1	99	0
COc1ccc(CCC(=O)N2CCN(S(=O)(=O)c3cccs3)CC2)cc1	-5	-32	-2	-7	-1.3	0	0.4	0	99	1
CCN(CC)S(=O)(=O)c1ccc(C(=O)NCC2CCCCC2)cc1	-4	-13	-3	21	-3.0	-4	-0.4	-6	118	0
Cc1ccc(NC(=S)NC2CCSc3ccccc32)cc1 (centres undefined)	-1	-3	-4	1	-1.9	-1	0.7	-5	.	6
CC(C)N(Cc1nc(-c2ccccc2)no1)C(=O)C1CCCCC1	4	-8	-1	-1	-0.3	-4	0.5	-8	105	-4
COc1cccc(-c2nn(C)c3sc(C(=O)Nc4ccc5c(c4)OCCO5)cc23)c1	-1	-1	-4	10	-2.8	-2	-0.3	.	103	-3
CCC(C)(C)NC(=O)C(c1ccc(OC)cc1)N(Cc1ccco1)C(=O)CCC(=O)Nc1cc(C)on1 (centres undefined)	-1	-2	-2	-9	1.3	-2	0.4	2	81	-2
CCC1CSC(=Nc2ccc(C)cc2)N1C(=O)CN1C(=O)NC2(CCCC2)C1=O (centres undefined)	-1	-11	-4	-2	-2.7	1	2.2	5	107	-5
COC(=O)c1ccccc1N=Nc1c(C)noc1C	-4	-7	-5	38	-0.4	2	2.1	0	.	-2
c1ccc(-n2ncc3c(N4CCN(CCOc5cccc6ccccc56)CC4)ncnc32)cc1	1	-11	0	6	-3.1	3	-2.0	2	107	-8

Retrieved by compound from above, 2 records:
SMILES	V-ATPase pH	Cardiac RTF inh	CAL PDZ FP-1	Arrestin-AP2 inh	CAL PDZ FP-2	DAGLB inhibitor	C-LANA FP	NSD2 inh	Pemphigus Ab inh	Keap1-Nrf2 PPI
CCC(C)(C)NC(=O)C(c1ccc(OC)cc1)N(Cc1ccco1)C(=O)CCC(=O)Nc1cc(C)on1 (centres undefined)	-1	-2	-2	-9	1.3	-2	0.4	2	81	-2
COc1ccc(CCC(=O)N2CCN(S(=O)(=O)c3cccs3)CC2)cc1	-5	-32	-2	-7	-1.3	0	0.4	0	99	1

(continued)
SMILES	V-ATPase pH	Cardiac RTF inh	CAL PDZ FP-1	Arrestin-AP2 inh	CAL PDZ FP-2	DAGLB inhibitor	C-LANA FP	NSD2 inh	Pemphigus Ab inh	Keap1-Nrf2 PPI
CCCCCC(=O)NC(NC(=S)N1CCOCC1)C(Cl)(Cl)Cl (centres undefined)	1	2	-3	16	-0.8	-11	1.2	-7	97	0
CC(=O)c1ccc(NC(=O)CN2C(=O)NC(C)(C3CCCCC3)C2=O)cc1 (centres undefined)	3	-13	-6	-6	-0.8	1	-0.2	-1	108	-1
O=C(O)c1ccc(CSc2nnc(-c3ccncc3)n2CC2CCCO2)cc1 (centres undefined)	-1	-1	2	2	-0.1	-2	0.2	.	.	0
Oc1ccc(C=Nc2ccccc2-c2nc3ccccc3[nH]2)c(O)c1	1	-7	-4	-2	-2.8	-2	-0.9	-8	86	-1
Cc1ccccc1NC(=O)c1ccc(NS(=O)(=O)c2cc(C(C)(C)C)cc(C)c2C)cc1	-3	6	10	-5	-0.2	-3	-1.3	-1	109	-1
CCOC(=O)N1CCN(C2CC(=O)N(c3ccccc3)C2=O)CC1 (centres undefined)	1	4	-4	-9	-2.4	-3	-1.1	-2	84	1
Cn1c(=S)[nH]c2ccccc21	-5	-1	-1	-3	-1.5	-2	-0.8	1	.	4
COc1ccc2cc(/C=N/NC(=O)CSCc3ccc([N+](=O)[O-])cc3)c(Cl)nc2c1	2	-10	-3	0	-0.3	-2	0.3	-8	114	-3
CCc1cc2c3c(c(=O)oc2cc1OCC(=O)OC)CCCC3	2	-2	.	-3	-0.9	-7	0.8	-2	117	1
CCOC(=O)c1ccc(NC(=O)NC2=NCCS2)cc1	1	.	.	.	.	-2	.	-2	96	.
O=C(Nc1ccc(N2CCCC2)cc1)c1cc(Cl)ccc1Cl	6	-9	.	-3	-1.5	13	1.0	3	71*	2
Cc1cccc(C(=O)OCC(=O)NC(=O)NCc2ccccc2)c1	-1	9	1	-4	-0.8	-3	-1.3	0	.	-7
CC(NS(=O)(=O)/C=C/c1ccccc1)C(=O)O (centres undefined)	4	12	-1	-12	-1.9	-2	-1.2	-3	102	-10
O=C(O)CSc1sc(=S)sc1SCC(=O)O	2	-6	-1	-2	-0.5	2	0.5	1	100	-3
Cc1c(C(=O)N2CCCCC2)c(S(=O)(=O)NCc2ccc(Cl)cc2)c(C)n1C	7	-9	77*	-8	-0.4	4	2.7	6	.	-2
CNC(=O)C1=C(C)NC(=S)NC1c1cc2c(cc1OC)CCCC2 (centres undefined)	1	-7	-1	20	-0.4	-2	-0.8	-1	75	1
O=C(NNc1nc2cc3c(cc2s1)OCCO3)c1ccc(F)cc1	-2	-8	.	-8	-0.3	3	-0.1	3	96	-7
CC(C)C(c1nnnn1Cc1ccc(F)cc1)N1CCN(C(=O)c2ccco2)CC1 (centres undefined)	4	-1	.	-11	-1.3	2	0.9	-3	.	-5
Cc1cccc(N2CCN(C(=O)COc3cc(=O)n(C)c4ccccc34)CC2)c1C	-1	-3	-5	5	-0.2	1	0.2	0	.	0
CC(C)(C)c1ccc(CCC2OCC(CN3CCOCC3)O2)cc1 (centres undefined)	4	5	-3	-13	-0.5	-5	1.0	-2	.	4

As entered above.
O=C(O)CSc1sc(=S)sc1SCC(=O)O – C-LANA FP = 0.5
O=C(Nc1ccc(N2CCCC2)cc1)c1cc(Cl)ccc1Cl – NSD2 inh = 3
O=C(NNc1nc2cc3c(cc2s1)OCCO3)c1ccc(F)cc1 – Pemphigus Ab inh = 96

New compounds follow.
SMILES	V-ATPase pH	Cardiac RTF inh	CAL PDZ FP-1	Arrestin-AP2 inh	CAL PDZ FP-2	DAGLB inhibitor	C-LANA FP	NSD2 inh	Pemphigus Ab inh	Keap1-Nrf2 PPI
Cc1csc(SCC(=O)NC(=O)C2CCCCC2)n1	0	-10	18	9	-1.7	2	-0.6	-2	99	0
COc1cccc(NC(=S)NC(C)c2ccc(OC)c(OC)c2)c1 (centres undefined)	0	-10	-6	37	-0.6	0	-0.7	0	101	3
COCCCNC(=S)NC1CCCCC1	4	4	-2	10	0.6	0	0.9	2	101	-4
CC(=O)c1ccc(NC(=O)c2cc3ccccc3o2)cc1	2	-5	5	1	-21	-2	0.5	0	106	-4
CCN(CC)CCOC(=O)C12CC3CC(CC(C3)C1)C2	6	4	9	36	-0.1	1	0.7	12	112	2
CC1CCN(C(=O)C2CCCN(S(C)(=O)=O)C2)CC1 (centres undefined)	3	-22	-2	13	-2.3	1	1.9	-2	88	-2
CC(=O)c1cn(CC(=O)Nc2ccccc2C(F)(F)F)c2ccccc12	2	-9	5	-3	-0.2	-2	-0.9	-1	96	1
COc1cc(CCC(=O)OCC(=O)Nc2ccccc2F)cc(OC)c1OC	2	-8	-4	0	-2.7	3	0.2	1	71	-2
Cc1nn(-c2ccccc2)c(C)c1/C=N/NC(=O)c1cc(-c2cccs2)[nH]n1	1	13	-5	12	-4.0	3	0.3	-4	84	1
Clc1ccc(OCCN2CCOCC2)cc1	2	-7	0	-16	-1.1	-2	0.9	0	102	-2
O=C(Cn1nnc(-c2ccccc2)n1)OCc1ccccc1	0	-8	3	-3	0.0	-6	0.9	-3	99	-5
COc1cccc(S(=O)(=O)Nc2cccnc2)c1	-4	-3	.	-9	-0.1	-2	1.2	10	98	1
O=C(COC(=O)c1ccco1)Nc1cc(S(=O)(=O)N2CCOCC2)ccc1Cl	0	-6	-1	-2	-0.3	-2	0.2	-1	.	-2
CC(=O)c1cccc(S(=O)(=O)N2CCC(n3nnc4cc(F)ccc43)CC2)c1	-7	2	30	-1	-1.5	-2	-1.6	0	101	-3

These rows are one share of the data; the hit share may differ from the screen's.
